GPR55 activation = GPR55 agonists via beta-arrestin recruitment, primary screen, imaging, U2OS cells, beta-arrestin-GFP redistribution (AID 1961). G-protein coupled receptor 55 (Homo sapiens). U2OS GPR55 beta-arrestin-GFP redistribution imaging; higher % means a stronger effect. activation, % at 10 µM, or EC50 in µM where a hit was titrated. 290,000 tested, 0.048% active;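 active = activation above 40% with more than 50 cells counted in the well; inconclusive = wells holding fewer than 50 cells, flagged as toxic or sparse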;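 also: U2OS osteosarcoma cells stably expressing GPR55 and beta-arrestin-GFP; plate controls were DMSO negative control for no effect and LPI positive control for full effect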
NOD1 inhibition = NOD1 signaling inhibitors, primary screen, cell-based, luminescence, uHTS (AID 1578); NOD1-driven NF-kB luciferase reporter cells, luminescence; higher % means a stronger effect; inhibition, % at 4 µM; hits with a dose series show EC50 in µM; 290,000 tested, 1% active; in the data active = inhibition mostly above about 36%, no sharp cut-off; inactive = mostly below about 34%;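 also: HEK-293T reporter cells stimulated with the NOD1 agonist gamma-tri-DAP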
HEK293 NOD2/NF-kB = NOD2 signaling inhibitors, cell-based, luminescence, uHTS, HEK293 (AID 1566). one-dose inhibition, % at 4 µM; EC50 in µM for titrated hits. 290,000 tested, 0.63% active. HEK293 NOD2/NF-kB luciferase reporter, luminescence; higher % means a stronger effect; also: many of its hits are not listed in these tables
KOR beta-arrestin-1 = KOR antagonists, beta-arrestin recruitment, cell-based, luminescence, uHTS (AID 1778) | KOR beta-arrestin recruitment, luminescence, antagonist mode; higher % means a stronger effect | Kappa-type opioid receptor (Homo sapiens) | inhibition, % at 10 µM; hits with a dose series show IC50 in µM | 290,000 tested, 0.091% active; also: strong numbers were not always called active
T cell modulator = modulators of CD8 T cell-vesicle binding, primary screen, mouse 2C CD8+ T cells, flow cytometry; 2C CD8+ T cell-vesicle binding; hits give low values; calls only at 7 µM; 330,000 tested, 0.068% active; AID 2052, 2009;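 active = response, share of CD8 T cells binding vesicles, and their 90th percentile fluorescence all below set limits, cut at about 80% in these data, passing the limit was not always enough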
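Assay system: 2C TCR transgenic mouse naive CD8+ T cells, MACS-purified | Read-out: CD8+ gate FL2 mean fluorescence as % of same-row positive control | Signal: High-throughput flow cytometry with anti-B7-1 and anti-CD8 staining | Timing: Binding step 1.5 h, 37 °C, antibody labelling 20 min, ice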
Myeloid diff 2 = induction of myeloid progenitor differentiation, primary screen, cell-based, flow cytometry, MLPCN library; ER-HoxA9 myeloid progenitors, lysozyme-GFP differentiation; calls only at 10 µM; 360,000 tested, 1% active;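 active = normalized GFP-positive differentiation at or above the plate's own cutoff, the solvent-only control mean plus 3 SD; inconclusive = no clear call, values can overlap the other calls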;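 also: cells exposed to compound for four days before flow analysis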
KOR beta-arrestin-2 = KOR agonists, beta-arrestin recruitment, primary screen, cell-based, luminescence, uHTS (AID 1777). Kappa-type opioid receptor (Homo sapiens). KOR beta-arrestin recruitment, luminescence; higher % means a stronger effect. activation, % at 10 µM; hits with a dose series show EC50 in µM. 280,000 tested, 0.02% active; in the data active = activation above about 50%, passing the limit was not always enough; also: a part of the inactive calls stands beside numbers as strong as those of hits
GPR55 antagonists = GPR55 antagonists blocking LPI-driven arrestin recruitment, primary screen, imaging, U2OS, beta-arrestin-GFP, LPI agonist (AID 2013). G-protein coupled receptor 55 (Homo sapiens). U2OS GPR55 beta-arrestin-GFP translocation imaging, LPI antagonism; higher % means a stronger effect. inhibition, % at 10 µM, or IC50 in µM where a hit was titrated. 290,000 tested, 0.13% active;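 active = spots per cell inhibited over 60%, with over 100 cells counted and total cytoplasm intensity under 500,000; inconclusive = wells with under 100 cells, flagged as likely toxic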;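 also: U2OS cells stably carrying GPR55 and arrestin-GFP stimulated by 5 µM LPI near EC80; imaged beta-arrestin-GFP aggregate spots per cell after agonist stimulation; plate controls were LPI-stimulated DMSO wells for no effect and DMSO wells without LPI for full effect; some results filed as inactive read as strong as hits; confirmed hits need IC50 under 10 µM and bright autofluorescent wells are also inconclusive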
NTR1 ag = agonists of NTR1, primary screen, imaging, U2OS cells, beta-arrestin-GFP, high content (AID 493036) | NTR1-U2OS beta-arrestin-GFP spot imaging, agonist mode | activation, % at 20 µM | 330,000 tested, 0.17% active;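 active = activation at or above 40% of the spot to cytoplasm intensity ratio, with at least 20 cells analyzed; inconclusive = wells under 20 cells, flagged as cytotoxic or low count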;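 also: 0% = DMSO without peptide and 100% = 100 nM NTR1 peptide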
Target sequence (P30989 whole entry, looked up): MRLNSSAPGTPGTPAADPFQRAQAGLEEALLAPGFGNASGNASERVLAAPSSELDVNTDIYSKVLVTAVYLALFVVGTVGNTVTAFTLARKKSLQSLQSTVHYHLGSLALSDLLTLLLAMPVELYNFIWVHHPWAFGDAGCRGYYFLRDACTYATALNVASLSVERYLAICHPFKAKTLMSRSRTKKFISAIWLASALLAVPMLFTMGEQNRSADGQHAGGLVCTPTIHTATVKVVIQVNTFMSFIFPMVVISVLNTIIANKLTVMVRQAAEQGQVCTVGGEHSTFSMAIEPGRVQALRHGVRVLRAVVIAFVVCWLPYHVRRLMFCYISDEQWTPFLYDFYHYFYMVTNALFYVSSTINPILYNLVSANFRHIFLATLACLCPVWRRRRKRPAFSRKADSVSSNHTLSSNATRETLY
T cell modulator vesicle-bound % = recorded beside T cell modulator, whose call it bears; double positive events, %; measured here: CD8+ vesicle-bound cell fraction;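 binding gate set so that unloaded-vesicle control wells show 10% double positive cells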
NTR1 ag cell count 20 µM = also measured in NTR1 ag; calls as there; cell count; measured here: cell count, cytotoxicity flag
Myeloid diff 2 GFP+ MAC1+ % = recorded beside Myeloid diff 2, whose call it bears; GFP+ MAC1+ double positive, %; measured here: differentiation confirmed by MAC1 staining
An asterisk follows results filed as active; i = inactive; ? = inconclusive; . = no result given; [ ] = remark or other dose. Rule as the data show it, unless noted: active = inhibition above about 50%; inactive = the rest.

SMILES | GPR55 activation | NOD1 inhibition | HEK293 NOD2/NF-kB | KOR beta-arrestin-1 | T cell modulator | T cell modulator vesicle-bound % | Myeloid diff 2 | Myeloid diff 2 GFP+ MAC1+ % | KOR beta-arrestin-2 | GPR55 antagonists | NTR1 ag | NTR1 ag cell count 20 µM
O=C(COC(=O)C1CCN(S(=O)(=O)c2cccs2)CC1)NCc1ccccc1 | -0.3% | -39.1% | 18.0% | -14.8% | i | 50.5 | i | 0.5 | -9.3% | 11.5% | 1.0 | 46
Cc1cc(C)c2c(CN3CCN(Cc4ccccc4)CC3)cc(=O)oc2c1C | 1.2% | -7.7% | -0.2% | -20.2% | i | 7.7 | i | 0.4 | 3.3% | 8.7% | 11.0 | 95
O/N=C/c1ccn(-c2ccc(Br)cc2)c1 | 0.5% | -43.9% | -81.1% | 18.5% | i | 2.6 | i | 0.7 | -2.2% | 10.0% | 0.4 | 56
CC1CCCN(CCOc2cccc(Oc3ccccc3)c2)C1 (stereo unspecified) | 0.8% | -12.2% | -15.0% | 5.2%[20 µM] | i | 56.2 | i | 2.1 | -11.5% | -10.3% | 1.1 | 74
CC(C)Oc1ccccc1C1(c2ccccc2)NC(=O)NC1=O (stereo unspecified) | -0.1% | -15.6% | -0.8% | -14.8%[20 µM] | i | 6.7 | i | 0.3 | -4.2% | 2.7% | 0.8 | 73
Cc1ccc(S(=O)(=O)Nc2csc(C)c2C(=O)O)cc1 | -0.2% | -1.7% | 9.4% | 19.1% | i | 40.4 | . | . | -3.5% | 1.1% | 0.3 | 58
CC(=O)NC(O)C(=O)c1ccccc1 (stereo unspecified) | -0.1% | -12.0% | -0.3% | -14.8% | i | 50.0 | i | 1.8 | 5.5% | -0.8% | -0.5 | 90
CCSc1nc2ccccc2n1CC(=O)OC | -0.1% | -23.0% | -7.7% | 5.3% | i | 58.0 | i | 0.9 | 5.9% | 6.0% | -1.8 | 50
COc1ccc(-c2[nH]ncc2CN2CCCCCCC2)c(OC)c1 | -0.2% | -24.1% | -22.2% | -19.3% | i | 6.5 | i | 0.7 | -2.8% | 5.8% | 0.2 | 68
CCC(C)NC(=O)c1cnc2n(c1=O)CCS2 (stereo unspecified) | -0.1% | -33.7% | -1.1% | 27.0% | i | 12.5 | i | 1.8 | -2.0% | 12.0% | 6.1 | 49
S=C(NCC1CCCCC1)Nc1ccc(Oc2ccccc2)cc1 | 0.5% | 67.0% | -2.8% | -12.4% | i | 59.7 | i | 0.3 | 1.1% | -9.5% | 4.2 | 82
CN(C)CCCN(Cc1ccccc1)C(=S)Nc1ccc(OC(F)F)cc1 | 1.1% | -20.8% | 14.3% | -28.6% | i | 38.4 | i | 0.8 | -3.2% | -10.0% | -1.5 | 47
O=C(CCN1CCOCC1)Nc1c(-c2ccccc2)c2cc(Br)ccc2[nH]c1=O | -0.1% | 30.9% | -2.2% | -74.4% | i | 58.9 | i | 5.6 | -4.7% | 7.9% | -0.2 | 86
C#Cc1ccc([C@@H]2C=C(C(=O)O)O[C@H](OCc3ccc(CO)cc3)C2)cc1 | 0.1% | 2.7% | 2.2% | 9.3% | . | . | i | 1.7 | -0.6% | 7.9% | 2.1 | 92
Cc1cc2ccccc2n1CCC(=O)O | 0.2% | -19.1% | 5.1% | -8.0%[20 µM] | i | 46.1 | i | 0.5 | -11.4% | 5.8% | -0.9 | 31
O=C(/C=C/c1cccs1)Nc1nc(-c2ccccc2)cs1 | -0.4% | -9.0% | -20.9% | 9.5% | i | 47.4 | i | 1.3 | -1.2% | 2.4% | 8.8 | 62
COC(=O)CSc1nnc(-c2ccco2)n1-c1ccc(C)cc1 | -0.2% | -20.2% | 6.1% | -11.2% | i | 52.4 | i | 1.5 | -4.9% | 3.7% | 1.2 | 80
COc1ccccc1NC(=O)C(C)N(C)Cc1ccc(Cl)s1 (stereo unspecified) | 0.6% | -9.4% | 4.0% | -1.2% | i | 34.4 | i | 2.5 | 3.5% | -10.5% | 1.7 | 45
O=S(=O)(Nc1ccccc1)c1ccc(NS(=O)(=O)c2cccs2)cc1 | 0.0% | -30.0% | 7.4% | 4.3% | i | 29.9 | i | 2.5 | 0.7% | 6.9% | 1.9 | 40
CCC1(C)Cc2nc3[nH]c(=S)n(-c4ccccc4)c(=O)c3cc2CO1 (stereo unspecified) | -0.3% | -15.2% | -2.6% | 13.9% | i | 60.8 | i | 0.1 | 3.7% | 10.0% | 2.3 | 86
CN(CC(=O)Nc1c(Cl)cccc1Cl)C(=O)c1cccn1C | -0.2% | 6.9% | 10.4% | -18.5% | i | 60.8 | i | 1.0 | 3.9% | 4.3% | 0.7 | 58
O=C(Nc1ccc(Br)cn1)c1ccc([N+](=O)[O-])cc1Cl | 0.1% | -38.8% | -68.4% | 13.2% | i | 19.1 | i | 0.5 | 0.2% | 10.6% | -0.3 | 25
CCC(C(=O)NCCc1ccc(C)cc1)n1nc(C)c2c(C)n(-c3ccccc3)nc2c1=O (stereo unspecified) | 0.2% | 5.3% | -5.2% | 11.6% | i | 2.3 | ? | . | -8.2% | -4.6% | -0.3 | 58
CCOC(=O)c1nn(-c2cccc(C)c2)c2nnc(Cc3ccc(C)cc3)c(=O)n12 | -0.1% | -19.5% | -7.5% | 1.3% | i | 40.7 | i | 0.9 | -0.6% | 8.5% | 0.7 | 68
CCOC(=O)c1sc(=S)n(-c2ccc(OC)cc2)c1N | 0.0% | 0.1% | 19.9% | 20.0% | i | 21.3 | i | 0.2 | 0.4% | 1.6% | 0.9 | 44

Reprinted from the part before: 2 compounds, then new ones.
SMILES | GPR55 activation | NOD1 inhibition | HEK293 NOD2/NF-kB | KOR beta-arrestin-1 | T cell modulator | T cell modulator vesicle-bound % | Myeloid diff 2 | Myeloid diff 2 GFP+ MAC1+ % | KOR beta-arrestin-2 | GPR55 antagonists | NTR1 ag | NTR1 ag cell count 20 µM
CCOC(=O)c1nn(-c2cccc(C)c2)c2nnc(Cc3ccc(C)cc3)c(=O)n12 | -0.1% | -19.5% | -7.5% | 1.3% | i | 40.7 | i | 0.9 | -0.6% | 8.5% | 0.7 | 68
CCOC(=O)c1sc(=S)n(-c2ccc(OC)cc2)c1N | 0.0% | 0.1% | 19.9% | 20.0% | i | 21.3 | i | 0.2 | 0.4% | 1.6% | 0.9 | 44
CC1(C)c2cc(Cl)ccc2-n2c1cc(O)c(-c1ccccc1)c2=O | 0.3% | -0.2% | 16.0% | 24.1% | i | 39.8 | i | 0.5 | -3.4% | 8.4% | 0.4 | 55
O=C(CNCc1ccccc1Cl)Nc1ccc(C(=O)N2CCCCC2)cc1 | -0.2% | 1.1% | -1.8% | -29.6% | i | 45.9 | i | 0.2 | 6.6% | -8.3% | 0.1 | 58
CN(C)S(=O)(=O)c1ccc(C(=O)Nc2cccc(C(=O)N3CCOCC3)c2)cc1 | -0.1% | -21.8% | 0.1% | 5.0% | i | 8.1 | i | 2.0 | -1.8% | 14.4% | 0.5 | 54
CCCN1C(=O)/C(=C/c2ccncc2)SC1=S | 0.1% | 10.5% | 11.4% | 5.0% | i | 47.1 | i | 0.6 | 1.5% | 20.0% | 14.4 | 55
Cc1ccc(NC(=O)COC(=O)c2cc(Cl)ccc2[N+](=O)[O-])c(C)c1 | -0.3% | -25.1% | -3.5% | -18.8% | i | 35.7 | i | 0.2 | 9.3% | -6.8% | -0.8 | 37
CCOc1c([N+](=O)[O-])cc2c(C)c(C(=O)N3CCN(C)CC3)oc2c1OCC | -0.1% | -11.4% | 1.7% | 14.6% | i | 28.5 | i | 0.2 | -3.3% | -6.0% | 0.4 | 86
[O-][n+]1c2ccccc2[n+]([O-])c2cc(O)ccc21 | -0.1% | 4.4% | 15.1% | 26.2% | i | 34.1 | i | 0.0 | -5.5% | 5.2% | 3.4 | 83
COCCCNC(=O)C1CC(=O)N(CCc2ccc(OC)c(OC)c2)C1 (stereo unspecified) | -0.1% | 0.8% | 19.0% | -0.2% | i | 7.0 | i | 0.9 | 10.2% | -6.0% | -1.3 | 36
O=C(CN1C(=O)S/C(=C\c2ccc(O)c([N+](=O)[O-])c2)C1=O)Nc1ccc(N2CCOCC2)cc1 | -0.1% | -13.1% | -6.1% | 25.4% | i | 13.4 | i | 0.0 | 0.9% | -10.1% | -0.9 | 54
Cc1ccc(SCc2[nH]nc3c2C2(C(=O)Nc4ccc(F)cc42)C(C#N)=C(N)O3)cc1 (stereo unspecified) | 0.0% | -10.5% | 12.7% | 6.5% | i | 33.5 | i | 0.7 | 1.3% | -4.3% | 1.2 | 90
Cc1cc2c(SCC(=O)NC3CCCCC3)ncnc2s1 | 0.1% | -36.8% | 13.1% | 15.7% | i | 16.5 | i | 0.3 | -4.3% | -1.4% | 1.3 | 39
CCNc1c(NC(=O)COc2ccc(Cl)cc2)c(=O)oc2ccccc12 | 0.2% | 14.7% | 13.6% | -19.3% | i | 12.0 | i | 3.1 | 2.9% | 6.3% | 0.0 | 48
O=C(NCCOc1ccc(Cl)cc1)C1CCCCC1 | 0.2% | -4.3% | -2.3% | 10.1% | i | 58.9 | i | 0.4 | -10.7% | 0.9% | 0.9 | 68
COc1cc(NS(=O)(=O)c2cn(C)cn2)cc(OC)c1 | 0.0% | -17.6% | 0.4% | -11.4% | i | 26.3 | i | 3.6 | 3.5% | 2.3% | -0.7 | 50
COc1cc(CN2CCCCCC2)cc(OC)c1O | 0.0% | 10.0% | 10.2% | -11.1%[20 µM] | i | 50.8 | i | 0.5 | . | 2.4% | 0.8 | 54
O=C1c2ccccc2C(=O)N1c1ccc(-c2nc3ccccc3o2)cc1 | -0.2% | -89.2% | -87.1% | -6.2% | . | . | . | . | 1.8% | 23.4% | . | .

The list is partial; the hit share may differ from the screen's.
